# TcdB inh: blocks C. difficile toxin B glycohydrolase activity; inhibition, % at 9.99 µM; TcdB glycohydrolase enzymatic assay, plate reader; hit rate 0.24% among 350,000; P18177; in the data active = inhibition above about 10%
# Starred values were filed as active, the others as inactive; & = joins results of further samples.
entry	canonical_smiles	TcdB inh
1	COCC(=O)N(C)C[C@H]1Oc2ncc(C#CCC3CCCC3)cc2C(=O)N([C@H](C)CO)C[C@@H]1C	-1.7
2	COc1ccc(S(=O)(=O)Nc2ccc3c(c2)C(=O)N([C@H](C)CO)C[C@@H](C)[C@@H](CN(C)C(=O)c2ccccc2)OCCCC[C@H](C)O3)cc1	0.1
3	COc1cccc(-c2ccc3c(c2)[C@@H]2[C@@H](CCN2C(=O)c2ccccc2F)[C@H](CO)N3C)c1	-0.3
4	Cc1noc(C)c1S(=O)(=O)Nc1ccc2c(c1)C(=O)N([C@H](C)CO)C[C@H](C)[C@H](CN(C)C(=O)Nc1ccc3c(c1)OCO3)OCCCC[C@H](C)O2	-1.4
5	C[C@@H]1ON(C)[C@H]2C[C@H]3c4[nH]c5c(-c6ccc(Cl)cc6)cccc5c4CCN3C(=O)[C@@H]12	1.9
6	C[C@@H]1CN([C@H](C)CO)C(=O)c2cc(NC(=O)Cn3cnnn3)ccc2O[C@@H]1CN(C)Cc1ccc2c(c1)OCO2	0.3
7	C[C@@H]1CN([C@@H](C)CO)C(=O)c2cc(NS(=O)(=O)c3cccs3)ccc2O[C@H]1CN(C)Cc1ccc(Oc2ccccc2)cc1	-1.9
8	O=C(C[C@@H]1CC[C@@H]2[C@H](COC[C@@H](O)CN2S(=O)(=O)c2ccccc2)O1)Nc1ccc(-c2ccccc2)cc1	-0.9
9	CCCC(=O)Nc1ccc2c(c1)C(=O)N(C)[C@@H]1CC[C@@H](CC(=O)NCC3CC3)O[C@H]1CO2	-0.8
10	C[C@H]1CN([C@@H](C)CO)S(=O)(=O)c2ccc(C#CCN(C)C)cc2O[C@@H]1CN(C)Cc1ccc2c(c1)OCO2	-3.6
11	CC(C)CC#Cc1ccc([C@@H]2[C@H](CO)N3CCCCN(C(=O)Nc4ccccc4)C[C@@H]23)cc1	0.3
12	COCC(=O)N1[C@@H]2c3ccc(-c4ccncc4)c(=O)n3C[C@@H]2[C@@H](CO)[C@@H]1C(=O)Nc1ccccc1	-0.3
13	O=C(C1CCC1)N1CC(=O)N2[C@@H](CO)[C@@H](c3ccc(-c4cccnc4)cc3)[C@@H]2C1	0.1
14	O=C(C[C@H]1CC[C@H](NC(=O)c2ccncc2)[C@H](CO)O1)NCC1CC1	-0.6
15	C/C=C/c1ccc([C@H]2[C@@H](CO)N(C(=O)C3CCC3)[C@@H]2CNC(=O)NC(C)C)cc1	0.1
16	Cc1ccc(-c2cnc3c(c2)C(=O)N([C@H](C)CO)C[C@@H](C)[C@H](CN(C)C(=O)c2ccccc2)O3)cc1	1.3
17	Cc1noc(C)c1NC(=O)N(C)C[C@H]1OCCCC[C@H](C)Oc2ccc(NS(=O)(=O)c3ccc(F)cc3)cc2C(=O)N([C@H](C)CO)C[C@@H]1C	-5.0
18	CO[C@H]1CN(C)C(=O)c2cc(NC(=O)c3ccccc3)ccc2OC[C@H](C)NC[C@@H]1C	0.3&0.8
19	COc1ccccc1-c1ccc2n(c1=O)C[C@@H]1[C@@H](CO)[C@H](C(=O)N3CCCCC3)N(C)[C@H]21	0.3
20	COCC(=O)N1C[C@H](C)[C@H](OC)CN(C)C(=O)c2cc(NC(=O)c3ccccc3)ccc2OC[C@@H]1C	-14
21	Cc1noc(C)c1NC(=O)N[C@H]1CC[C@H](CC(=O)Nc2ccccc2)O[C@@H]1CO	-1.7
22	CCCC#Cc1ccc([C@@H]2[C@H](CO)N3C(=O)CN(C(=O)c4ccccn4)C[C@@H]23)cc1	0.3
23	COCC(=O)N1CC(=O)N2[C@H](CO)[C@@H](c3ccc(C#CCc4ccccc4)cc3)[C@H]2C1	0.6
24	C[C@H](CO)N1C[C@H](C)[C@H](CN(C)Cc2cccnc2)Oc2cc(C#CCN(C)C)ccc2S1(=O)=O	-0.1
25	C[C@@H]1CCCCO[C@@H](CN(C)Cc2ccc(Cl)c(Cl)c2)[C@H](C)CN([C@@H](C)CO)C(=O)c2cc(NS(=O)(=O)c3cn(C)cn3)ccc2O1	0.2
26	CC(C)NC(=O)N1CC2(C1)[C@H](c1ccccc1)[C@H](CO)N2Cc1cccnc1	-0.1
27	O=C(Cc1ccccc1)N1CC[C@@H]2[C@@H](CO)Nc3ccc(-c4ccccc4F)cc3[C@@H]21	-0.1
28	C[C@H]1CN([C@@H](C)CO)C(=O)c2cc(NC(=O)Nc3ccc(C(F)(F)F)cc3)ccc2O[C@H]1CN(C)C	0.8
29	C[C@@H]1CN([C@H](C)CO)C(=O)c2cc(N(C)C)ccc2O[C@@H](C)CCCCO[C@@H]1CN(C)S(C)(=O)=O	-9.7
30	COc1ccc(C#Cc2ccc([C@H]3[C@H](CO)N4CCCCN(C(=O)Cc5ccccc5)C[C@@H]34)cc2)cc1	0.9

# Overlap with the part before: 4 compounds, followed by the next part.
entry	canonical_smiles	TcdB inh
27	O=C(Cc1ccccc1)N1CC[C@@H]2[C@@H](CO)Nc3ccc(-c4ccccc4F)cc3[C@@H]21	-0.1
28	C[C@H]1CN([C@@H](C)CO)C(=O)c2cc(NC(=O)Nc3ccc(C(F)(F)F)cc3)ccc2O[C@H]1CN(C)C	0.8
29	C[C@@H]1CN([C@H](C)CO)C(=O)c2cc(N(C)C)ccc2O[C@@H](C)CCCCO[C@@H]1CN(C)S(C)(=O)=O	-9.7
30	COc1ccc(C#Cc2ccc([C@H]3[C@H](CO)N4CCCCN(C(=O)Cc5ccccc5)C[C@@H]34)cc2)cc1	0.9
31	N#Cc1[nH]nc2nc[nH]c(=O)c12	0.8
32	C[C@H]1CCCCO[C@H](CN(C)S(=O)(=O)c2cccs2)[C@@H](C)CN([C@@H](C)CO)C(=O)c2cc(NS(C)(=O)=O)ccc2O1	-0.5
33	O=C(O)C[C@@H]1CC[C@H](NC(=O)Nc2ccccc2)[C@@H](CO)O1	1.0
34	CO[C@@H]1CN(C)C(=O)c2cc(NC(=O)Nc3ccccc3)ccc2OC[C@H](C)N(C(C)=O)C[C@@H]1C	1.6
35	C[C@H](CO)N1C[C@H](C)[C@@H](CN(C)Cc2cccc(C(=O)O)c2)Oc2cc(C3=CCCCC3)ccc2S1(=O)=O	-1.8
36	Cn1c(N)c(C(=O)CCc2ccccc2)c(=O)n(C)c1=O	0.9
37	O=C(NCc1ccc(F)cc1)[C@H]1[C@H](CO)[C@H]2Cn3c(cccc3=O)[C@@H]1N2C(=O)c1cnccn1	-0.6
38	CO[C@H]1CN(C)C(=O)c2ccc(NS(=O)(=O)c3cccc(Cl)c3)cc2OC[C@H](C)NC[C@H]1C	-1.0
39	Cc1ccccc1S(=O)(=O)N1C[C@H](O)COC[C@@H]2O[C@@H](CC(=O)N3CCN(C)CC3)CC[C@H]21	-1.5
40	CCC(=O)N(C)C[C@@H]1Oc2cc(C#CCOC)ccc2S(=O)(=O)N([C@H](C)CO)C[C@@H]1C	1.8

# Down the list, quoted from above:
# TcdB inh for nos. 35 to 38, in order: -1.8, 0.9, -0.6, -1.0

# (continued)
entry	canonical_smiles	TcdB inh
41	C[C@@H]1CN([C@@H](C)CO)S(=O)(=O)c2ccc(-c3ccncc3)cc2O[C@H]1CN(C)C	-1.3
42	CCC(=O)N1CC2(C1)[C@@H](c1ccc(-c3ccc(C)cc3)cc1)[C@@H](CO)N2S(C)(=O)=O	1.0
43	CCC(=O)Nc1ccc2c(c1)C(=O)N(C)C[C@@H](OC)[C@H](C)CN(Cc1cccnc1)[C@H](C)CO2	-0.1
44	Cc1cc(OC(=O)NCCc2ccc(F)cc2)ccc1F	-4.7
45	COc1ccc(S(=O)(=O)Nc2ccc3c(c2)CC(=O)N([C@H](C)CO)C[C@@H](C)[C@H](CN(C)Cc2ccc(C(=O)O)cc2)O3)cc1	-1.8
46	O=C(C[C@@H]1C=C[C@@H](NC(=O)Nc2ccc(C(F)(F)F)cc2)[C@H](CO)O1)NCc1ccccn1	-0.5
47	COc1ccc(NC(=O)Nc2ccc3c(c2)C(=O)N([C@H](C)CO)C[C@H](C)[C@H](CN(C)Cc2ccc(C(F)(F)F)cc2)OCCCC[C@@H](C)O3)cc1	-1.1
48	Cc1noc(C)c1S(=O)(=O)Nc1ccc2c(c1)C(=O)N([C@H](C)CO)C[C@H](C)[C@@H](CN(C)C(=O)Nc1cccc3ccccc13)O2	-1.0
49	COCCNC(=O)[C@@H]1[C@@H](CO)[C@@H]2Cn3c(ccc(-c4ccc(F)cc4)c3=O)[C@H]1N2C(=O)NC(C)C	0.9
50	CN(C)Cc1cn(CC[C@@H]2CC[C@H](NC(=O)Cc3cccnc3)[C@@H](CO)O2)nn1	-0.7
51	C/C=C/c1cnc2c(c1)C(=O)N([C@H](C)CO)C[C@@H](C)[C@@H](CN(C)C(=O)CN1CCOCC1)O2	0.3
52	O=C(O)C[C@H]1C[C@@H]2c3cc(NS(=O)(=O)c4ccccc4)ccc3O[C@@H]2[C@H](CO)O1	0.5
53	CCS(=O)(=O)N[C@H]1C=C[C@H](CC(=O)NCc2ccc(F)cc2)O[C@H]1CO	-0.1
54	C[C@H]1CN([C@@H](C)CO)C(=O)Cc2cc(NC(=O)c3ccncc3)ccc2O[C@@H]1CN(C)S(=O)(=O)c1ccc(F)cc1	-0.7
55	C[C@H]1CN([C@@H](C)CO)C(=O)c2cccc(NC(=O)C3CCOCC3)c2O[C@H]1CN(C)Cc1ccc(C(F)(F)F)cc1	-0.4
56	CCCC#Cc1ccc2c(c1)O[C@@H](CN(C)C(=O)COC)[C@@H](C)CN([C@H](C)CO)S2(=O)=O	2.0
57	Cc1ccc(-c2cnc3c(c2)C(=O)N([C@@H](C)CO)C[C@@H](C)[C@H](CN(C)C(=O)c2ccc(F)cc2)O3)cc1	0.7
58	C[C@H]1CN([C@@H](C)CO)C(=O)c2cccc(NC(=O)c3nc4ccccc4s3)c2O[C@H]1CN(C)S(=O)(=O)c1cccs1	-2.0
59	C[C@H]1CN([C@@H](C)CO)C(=O)Cc2cc(NC(=O)CCC(F)(F)F)ccc2O[C@H]1CN(C)C(=O)Nc1ccccc1	1.7
60	COc1ccc(S(=O)(=O)N[C@@H]2CC[C@H](CC(=O)N3CCC(Cc4ccccc4)CC3)O[C@H]2CO)cc1	-1.8

# Next part; the last 2 above are carried over.
entry	canonical_smiles	TcdB inh
59	C[C@H]1CN([C@@H](C)CO)C(=O)Cc2cc(NC(=O)CCC(F)(F)F)ccc2O[C@H]1CN(C)C(=O)Nc1ccccc1	1.7
60	COc1ccc(S(=O)(=O)N[C@@H]2CC[C@H](CC(=O)N3CCC(Cc4ccccc4)CC3)O[C@H]2CO)cc1	-1.8
61	COCC(=O)Nc1ccc2c(c1)OC[C@@H](C)N(Cc1ccccn1)C[C@H](C)[C@H](OC)CN(C)C2=O	0.0
62	COc1cccc(-c2ccc([C@H]3[C@H]4CN(CC5CCOCC5)CCCCN4[C@H]3CO)cc2)c1	-0.4
63	COCC(=O)N1CCC2(CC1)CN(C(=O)c1ccccn1)[C@H](CO)c1c2c2ccc(OC)cc2n1C	0.7
64	O=C(c1ccccc1F)N1C[C@@H]2O[C@@H](CNS(=O)(=O)c3ccccc3)CC[C@@H]21	0.2
65	C[C@H]1CN([C@@H](C)CO)C(=O)c2cc(C3=CCCC3)cnc2O[C@@H]1CN(C)Cc1ccccc1C(=O)O	1.6
66	C[C@@H]1CN([C@@H](C)CO)C(=O)Cc2cc(NS(=O)(=O)c3cccs3)ccc2O[C@@H]1CN(C)C(=O)Nc1ccccc1	0.7
67	C[C@H]1CN([C@@H](C)CO)S(=O)(=O)c2ccc(-c3ccccc3)cc2O[C@@H]1CN(C)C(=O)CN(C)C	1.4
68	C[C@H]1CN([C@@H](C)CO)C(=O)Cc2cc(NC(=O)Cc3ccccc3)ccc2O[C@H]1CN(C)CC1CC1	-0.3
69	C[C@H]1CN([C@@H](C)CO)S(=O)(=O)c2ccc(-c3cncnc3)cc2O[C@@H]1CN(C)Cc1ccccc1	0.2
70	C[C@@H]1CN([C@H](C)CO)C(=O)CCCn2nncc2CO[C@H]1CN(C)C(=O)Nc1ccccc1	-0.7
71	CN(C)CC(=O)N1[C@@H]2Cn3c(ccc(C4=CCCC4)c3=O)[C@H]1[C@@H](C(=O)NCC1CC1)[C@@H]2CO	0.0
72	CO[C@H]1CN(C)C(=O)c2ccc(NC(=O)c3ccccc3F)cc2OC[C@@H](C)N(CC2CCOCC2)C[C@@H]1C	0.0
73	C[C@@H]1CN([C@@H](C)CO)C(=O)c2cccc(NS(=O)(=O)c3cn(C)cn3)c2O[C@@H]1CN(C)Cc1ccc(C(=O)O)cc1	-0.3
74	CN1C(=O)c2cc(NC(=O)Nc3ccc(Cl)cc3)ccc2OC[C@H]2O[C@H](CC(=O)O)CC[C@@H]21	0.5
75	C[C@H](CO)N1C[C@H](C)[C@H](CN(C)C)Oc2ccc(NC(=O)CCC(F)(F)F)cc2CC1=O	-0.2
76	COc1ccc(NC(=O)Nc2ccc3c(c2)C(=O)N([C@@H](C)CO)C[C@@H](C)[C@H](CN(C)Cc2ccccc2)OCCCC[C@@H](C)O3)cc1	0.1
77	CC(C)C[C@H](NC(=O)CC1CCCC1)C(=O)N1CCC[C@H]1C(=O)NCc1ccccc1	1.1
78	C/C=C/c1ccc2c(c1)O[C@H](CN(C)C(=O)NC1CCCC1)[C@H](C)CN([C@@H](C)CO)S2(=O)=O	-0.2
79	CN1C(=O)c2cc(NC(=O)Nc3ccccc3F)ccc2OC[C@@H]2O[C@@H](CC(=O)NCc3ccc(-c4ccccc4)cc3)CC[C@H]21	0.5
80	CCNC(=O)[C@H]1[C@H](CO)[C@H]2Cn3c(ccc(-c4ccc(OC)cc4)c3=O)[C@H]2N1Cc1ccccc1	-0.4
81	Cc1cccc(C)c1NC(=O)C(c1cccc(F)c1)N1CCN(C)CC1 (configuration not stated)	0.5
82	C[C@@H]1CN([C@H](C)CO)S(=O)(=O)c2ccc(C#Cc3ccc(F)cc3)cc2O[C@@H]1CN(C)C(=O)CN(C)C	1.5
83	C[C@H]1CCCCO[C@@H](CN(C)C(=O)Nc2ccc(C(F)(F)F)cc2)[C@@H](C)CN([C@@H](C)CO)C(=O)c2cc(N(C)C)ccc2O1	-0.3
84	CO[C@@H]1CN(C)C(=O)c2ccc(NC(=O)C3CCOCC3)cc2OC[C@@H](C)N(Cc2cccnc2)C[C@@H]1C	0.2
85	COC(=O)[C@H]1[C@H](CO)[C@H]2Cn3c(ccc(-c4cccc(F)c4)c3=O)[C@@H]1N2C(=O)CC1CC1	1.6

# Screening results from PubChem.

# This is a subset; rates above refer to the full screens.
